Assay outcomes (PubChem)
PL synth Enamine – phospholipid synthesis inhibitors, CHO cells, primary screen, ZR-82 cells, Enamine library, screen 3. calls only at 10 µM. ZR-82 CHO cells, pyrene fatty acid UV survival, CellTiter Blue; peroxisome-deficient CHO-K1 mutant line; plus DGAT-1, DGAT-2 and ACAT inhibitors. actives 0.4% (n = 20,000);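 active means cell survival signal 2 SD away from solvent-only control wells, confirmed on one or two retests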;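 further: 3 h compound exposure then viability read about one day after UV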
Calls only; i = inactive; + = active, no number. Not all compounds are listed; the hit share may differ from the screen's.

SMILES | PL synth Enamine
COc1ccc(N2C3=[N+](CC2(O)c2ccc(OC)cc2)c2ccccc2CC3)cc1 (stereo not given) | i
S=c1[nH]nc(Nc2cccc(Br)c2)s1 | i
O=c1cc(CSc2nnc(-c3ccco3)o2)nc2sccn12 | i
CS(=O)(=O)c1ccc2nc(NC(=O)Cn3[nH]c(=O)ccc3=O)sc2c1 | i
CS(=O)(=O)c1ccc2nc(NC(=O)C3CCC3)sc2c1 | i
NC(=O)N=Nc1c(O)[nH]c2ccccc12 | i
CN1/C(=C\C=N\Nc2nc3ccccc3s2)C(C)(C)c2ccccc21 | i
Oc1ccc2ccccc2c1/C=N/N1CCOCC1 | i
CCCCn1c(=O)[nH]c(=O)c2c1ncn2CCC(C)C | i
Cc1ccc(/C=C2\SC(=S)N(Cc3ccco3)C2=O)s1 | i
Oc1c(Cl)cc(Cl)cc1C1=NNC(c2ccccc2F)C1 (stereo not given) | i
C=CCn1c(=S)[nH]c2scc(-c3cccs3)c2c1=O | i
CN1/C(=C\C=C2C(=O)CC(C)(C)CC2=O)C(C)(C)c2ccccc21 | i
COc1cc(-c2nnc(CSc3ncc(C(F)(F)F)cc3Cl)o2)cc(OC)c1OC | i
CCCC(=O)Nc1sc(C)c(C)c1C(N)=O | i
Cn1c(Cc2cccs2)n[nH]c1=S | i
COc1ccc(N=C(Nc2ccc(OC)cc2)SC)cc1 | i
O=C1C2(CCCC13COC(c1ccco1)OC3)COC(c1ccco1)OC2 (stereo not given) | i
COc1cc(CSc2nnnn2C2CC2)c(OC)cc1Br | i
C/C(CC(=O)NC1CCCCC1)=N\NC(=O)C(=O)NC(C)(C)C | i

The list goes on, overlapping the part above by four compounds.
SMILES | PL synth Enamine
COc1ccc(N=C(Nc2ccc(OC)cc2)SC)cc1 | i
O=C1C2(CCCC13COC(c1ccco1)OC3)COC(c1ccco1)OC2 (stereo not given) | i
COc1cc(CSc2nnnn2C2CC2)c(OC)cc1Br | i
C/C(CC(=O)NC1CCCCC1)=N\NC(=O)C(=O)NC(C)(C)C | i
CN(C)C=Nc1sc2c(c1C(N)=O)CCCC2 | i
CCCCn1c(=O)n(Cc2cc(=O)n3ccc(C)cc3n2)c(=O)c2c1ncn2Cc1ccco1 | i
Brc1ccc2nc(-c3c[nH]c4ccccc34)cn2c1 | i
O=S(=O)(c1ccc2c(c1)CCCN2)N1CCCCC1 | i
Cc1ccc(/C=N/NC(=O)Cn2ccc(C(F)(F)F)n2)o1 | i
COc1ccc(/C=N/n2c(-c3ccc(OC)cc3)csc2=NC2CC2)cc1 | i
CCOC(=O)c1c(C)[nH]c(C(=O)OCc2nnsc2Cl)c1C | i
FC(F)(F)c1cnc(N/N=C/c2ccc3c(c2)OCO3)c(Cl)c1 | i
CCOP(=O)(OCC)C1(C)N(C)c2ccc(N=Nc3ccc([N+](=O)[O-])cc3)cc2C1(C)C (stereo not given) | +
Cc1sc2ncnc(Sc3nnnn3C)c2c1C | i
Cn1/c(=N/N=C/c2ccc(O)c(O)c2O)sc2ccccc21 | i
O=c1cc(-c2cccs2)oc2ccc(Br)cc12 | i
CCCCc1nnc2n1N=C(c1ccc(CCC)cc1)CS2 | i
CN=c1scc(-c2ccc(Cl)cc2Cl)n1/N=C/c1cc(OC)c(OC)cc1OC | i
C1CN(CCSc2nnc(NC3CC3)s2)CCO1 | i
CN(Cc1cccc(Cl)c1)Cn1nc2c(Cl)cc(Cl)cn2c1=S | i
Cc1nc(=S)c2ccccc2[nH]1 | i
N=C(N)N1CCc2ccccc2C1 | i
CCCCNC(=O)CC1SC(=N)NC1=O (stereo not given) | i
C(=NCCC12CC3CC(C1)CC(CCN=Cc1ccncc1)(C3)C2)c1ccncc1 | i
CCN1C(=Cc2cc(C)[n+](CC3CCCO3)c(C)c2)Sc2ccccc21 (stereo not given) | i
COc1ccc(O)c(/C(C)=N/N=C2\CC3CCC2(C)C3(C)C)c1 (stereo not given) | i
CC1CCC(C(C)C)C(OC(=O)COC(=O)c2cccs2)C1 (stereo not given) | i
CC1Oc2ccccc2OC1(O)c1ccccn1 (stereo not given) | i
O=C1CSC(=N/N=C/c2cc(Br)ccc2O)N1 | i
c1ccc(-c2nnc(SCC3CCCO3)c3ccccc23)cc1 (stereo not given) | i
O=C(/C=C/c1cccs1)NNC(=O)CC12CC3CC(CC(C3)C1)C2 | i
Cn1c(N)c(C(=O)COC(=O)CCC(=O)c2cccs2)c(=O)n(C)c1=O | i
OC(COc1ccccc1F)Cn1cnc2ccccc21 (stereo not given) | i
COCCN1C(=O)CC(NNC(=O)c2ccc(Br)s2)C1=O (stereo not given) | i
Ic1cccc(Nc2nc(-c3cccs3)nc3ccccc23)c1 | i
CCOc1ccc2c(c1)sc(=S)n2CN1CC(C)OC(C)C1 (stereo not given) | i
CC1(C)CC2=NN(c3ccccc3)P(=O)(N3CCCc4ccccc43)C2=C(N2CCCC2)C1 (stereo not given) | i
CCCN(C1CCS(=O)(=O)C1)S(=O)(=O)c1ccc2c(c1)OCCO2 (stereo not given) | i
Nc1c(C(=O)CSc2nnc(Cc3cccs3)n2C2CCCCC2)c(=O)[nH]c(=O)n1C1CC1 | i
CC1=C(C(=O)OCC(C)C)C(c2cccs2)n2c(s/c(=C\c3ccc(C)o3)c2=O)=N1 (stereo not given) | i
Clc1cccc(NCn2nnc3ccccc32)c1Cl | i
O=C1N(c2ccc(Cl)cc2)C(c2ccc3c(c2)OCO3)C1(F)F (stereo not given) | i
Cn1c(=NC(=O)CC23CC4CC(CC(Br)(C4)C2)C3)sc2ccccc21 | i
O=c1[nH]c2ccccc2c(-c2ccccc2)c1Sc1nc2ccccc2o1 | i

4 entries from above, arranged by heavy-atom count, largest number first.
SMILES | PL synth Enamine
Nc1c(C(=O)CSc2nnc(Cc3cccs3)n2C2CCCCC2)c(=O)[nH]c(=O)n1C1CC1 | i
O=C(/C=C/c1cccs1)NNC(=O)CC12CC3CC(CC(C3)C1)C2 | i
CCOc1ccc2c(c1)sc(=S)n2CN1CC(C)OC(C)C1 (stereo not given) | i
Clc1cccc(NCn2nnc3ccccc32)c1Cl | i

Among those listed so far, these contain a CF3 group:
SMILES | PL synth Enamine
COc1cc(-c2nnc(CSc3ncc(C(F)(F)F)cc3Cl)o2)cc(OC)c1OC | i
Cc1ccc(/C=N/NC(=O)Cn2ccc(C(F)(F)F)n2)o1 | i
FC(F)(F)c1cnc(N/N=C/c2ccc3c(c2)OCO3)c(Cl)c1 | i

Additional records
SMILES | PL synth Enamine
FC(F)(F)c1cnc(Sc2ncc(C(F)(F)F)cc2Cl)c(Cl)c1 | i
O=c1[nH]cnc2ccc([N+](=O)[O-])cc12 | i
CS(=O)(=O)c1ccc(NS(=O)(=O)c2ccc(Cl)cc2)cc1 | i
O=C(/C=C/NC12CC3CC(CC(C3)C1)C2)C(F)(F)F | i
FC(F)Sc1ccc(NC(=S)NN(c2ccccc2)c2ccccc2)cc1 | i
CN(C)S(=O)(=O)c1ccc(C2=CC(C)(c3ccc(S(=O)(=O)N(C)C)cc3)Nc3nc(C(F)(F)F)nn32)cc1 (stereo not given) | i
CCc1cc2c(SCC(=O)c3ccc(Cl)s3)ncnc2s1 | i
O=C1C(=O)N(CN2CCCC2c2nc3ccccc3s2)c2ccccc21 (stereo not given) | i
Cc1cc(-c2nnc(CSc3nnc(-c4cc5c(s4)CCC(C)C5)o3)o2)c(C)o1 (stereo not given) | i
c1nc(N2CCN(c3ncnc4sc5c(c34)CCCC5)CC2)c2c3c(sc2n1)CCCC3 | i
O=[N+]([O-])c1ccc2[nH]c(O)c(N=Nc3ccc(Cl)c(Cl)c3)c2c1 | i
O=c1[nH]ncc(N2CCCCCC2)c1Cl | i
Clc1ccc(C2Oc3ccccc3C3CC(c4ccccc4)=NN32)c(Cl)c1 (stereo not given) | i
CCCCN(C(=O)NC(C)(C)C)c1c(N)n(CCC)c(=O)[nH]c1=O | i
O=C(CSc1nnc(SCC(=O)c2ccc(Cl)s2)s1)c1ccc(Cl)s1 | i
O=S(=O)(Nc1nc2ccccc2[nH]1)c1ccccc1 | i
COc1ccc(OC)c(C2SCCN2S(=O)(=O)c2ccc(Cl)cc2)c1 (stereo not given) | i
O=C1C=CC(=O)N1c1cc(Cl)cc(Cl)c1 | i
O=C1OCCC1N1C(=O)c2ccccc2S1(=O)=O (stereo not given) | i
CCOC(=O)C1=C(C)NC2=C(C(=O)CC(C)(C)C2)C1C (stereo not given) | i

As a short view, some entries already given.
SMILES | PL synth Enamine
O=C(CSc1nnc(SCC(=O)c2ccc(Cl)s2)s1)c1ccc(Cl)s1 | i
O=S(=O)(Nc1nc2ccccc2[nH]1)c1ccccc1 | i
COc1ccc(OC)c(C2SCCN2S(=O)(=O)c2ccc(Cl)cc2)c1 (stereo not given) | i
O=C1C=CC(=O)N1c1cc(Cl)cc(Cl)c1 | i
O=C1OCCC1N1C(=O)c2ccccc2S1(=O)=O (stereo not given) | i
CCOC(=O)C1=C(C)NC2=C(C(=O)CC(C)(C)C2)C1C (stereo not given) | i

Later entries.
SMILES | PL synth Enamine
Fc1ccc(C2C3=C(Nc4ncnn42)c2ccccc2CCC3)cc1F (stereo not given) | i
NS(=O)(=O)c1ccc(F)c(F)c1F | i
Cn1c(COc2ccc(Cl)cc2)nnc1SCCOc1ccc(Cl)cc1 | i
CC(C)CCNC(=O)NC(=O)CC1=C(O)CC(C)(C)CC1=O | i
Cc1cc(S(=O)(=O)NC2CC(C)(C)NC(C)(C)C2)c(Cl)cc1Cl | i
CNC(=O)c1cc2c(=O)n3ccccc3nc2n1C | i
Cn1c(=O)c2c(ncn2CCSc2ncnc3sccc23)n(C)c1=O | i
Brc1ccc(-c2nc(-c3ccc4c(c3)OCO4)cs2)cc1 | i
O=C(N=C1N=C2C=CC(I)=CN2Cc2ccccc21)C12CC3CC(CC(C3)C1)C2 | i
O=c1[nH]c(O)c(C=NCCCN2CCOCC2)c(=O)[nH]1 | i
O=C(COC(=O)c1ccc[nH]c1=O)NC1CC1 | i
c1ccc(Nc2nc(-c3ccccc3)[n+](-c3ccccc3)s2)cc1 | i
Cc1nc2ncnn2c(C)c1CCC(=O)Nc1sc2c(c1C(N)=O)CCC2 | i
Cc1c(C(=O)N2CCC2)oc2ccc(Cl)cc12 | i
Cc1nn2c(=S)[nH]nc2[nH]c1=O | i
S=c1[nH]nc(SCc2cccs2)s1 | i
CC1Sc2nnc(Cc3ccc(Br)cc3)n2N=C1c1ccc(Cl)cc1 (stereo not given) | i
CCC(C)/C(C)=N/Nc1nc2ccccc2[nH]1 (stereo not given) | i
CCOC(=O)c1c(C)[nH]c(C(=O)OC(C)C)c1C | i
Cn1c(N)c(C(=O)CSc2nc(C(C)(C)C)nc3c2c(=O)n(C)c(=O)n3C)c(=O)n(C)c1=O | i
CN(C)c1ccc(S(=O)(=O)N(C)C)cc1[N+](=O)[O-] | i
O=c1/c(=C/c2ccc3c(c2)OCO3)sc2nc3ccccc3n12 | i
c1ccc(-c2cc(-c3ccco3)nc3ccccc23)cc1 | i
CCOC(CCCNc1ncnc2sc3c(c12)CCC3)OCC | i
CCCCCN(C(=O)CCCSc1nncs1)c1c(N)n(CCCC)c(=O)[nH]c1=O | i
O=S(=O)(c1ccc2c(c1)OCCCO2)N1CCCC(c2nc3ccccc3s2)C1 (stereo not given) | i
CCCn1c(=O)[nH]c(=O)c2c(=S)nc(C3CC3)[nH]c21 | i
CC12CCC(c3nc4cc(Cl)ccc4nc31)C2(C)C (stereo not given) | i
O=[N+]([O-])c1cc2c(c([N+](=O)[O-])c1)NCCC2 | i
FC(F)Oc1ccc(Br)cc1C=Nc1ccc(N=Cc2cc(Br)ccc2OC(F)F)cc1 | i
Oc1ccc(/C=N/Nc2ncc(C(F)(F)F)cc2Cl)c(O)c1O | i
CCC1(C)NC(=O)N(/N=C/c2c(C)nc3scc(C)n23)C1=O (stereo not given) | i
O=C1C=CC(=O)N1c1cc(Cl)c(Cl)cc1Cl | i
O=C(Nc1ccc2c(c1)OC1(CCCC1)O2)C1CCC1 | i
CNS(=O)(=O)c1cc(S(=O)(=O)NC)c2cccc3c2c1NC3=O | i
COc1ccc(/C=N/n2c(-c3ccc(OC(F)F)cc3)csc2=Nc2ccc(F)cc2F)cc1 | i
O=C(O)/C=C/C(=O)N1CCOCC1 | i
NS(=O)(=O)c1ccc(N=Nc2c(O)[nH]c3ccc(Br)cc23)cc1 | i
NC=C(S(=O)(=O)c1ccc(Cl)cc1)S(=O)(=O)c1ccc(Cl)cc1 | i
CC1CCC2(CC1)NC(=O)N(NC(=O)CSc1nnc(NC3CC3)s1)C2=O (stereo not given) | i
Cc1ccc(P(=Nc2ccccc2)(N2CCN(c3ccccc3F)CC2)C(C)(C)C)o1 (stereo not given) | i
CC(C)CC(C(=O)OCC(=O)c1c(N)n(C)c(=O)n(C)c1=O)N1C(=O)C2CC=CCC2C1=O (stereo not given) | i
c1ccc2nc(SCc3cn4ccccc4n3)cnc2c1 | i
C/C(=N\N=c1/sc2ccccc2n1C)c1ccc2c(c1)OCO2 | i
CCCn1c(=O)n(C)c(=O)c2c(SCC(=O)N(C)C3CCS(=O)(=O)C3)nc(CC(C)C)nc21 (stereo not given) | i
CC1=Nc2ccccc2NC(=O)C1Sc1nc2ccccc2s1 (stereo not given) | i
CCN(C(=S)NC(=O)C1CCCC1)C1CCCCC1 | i
Cc1cc(C)cc(-n2cc[nH]c2=S)c1 | i
CC(C)(C)c1cnnn1-c1ccc([N+](=O)[O-])cc1 | i
O=S(=O)(NC1CC1)c1ccc(Cl)cc1F | i
O=S(=O)(N/N=C/c1ccc(C(F)(F)F)cc1)c1ccc(Br)cc1 | i
CC(C)(C)NC(=O)NC(=O)Cn1cc(C(F)(F)F)cc(Cl)c1=O | i
NS(=O)(=O)c1ccsc1C(=O)O | i
O=c1cc(CSc2nn(-c3ccccc3)c(=S)s2)nc2sc3ccccc3n12 | i
O=S(=O)(Nc1cc(F)ccc1F)c1ccc(Cl)cc1F | i
COc1ccc(NC2=NS(=O)(=O)c3ccccc32)cc1 | i
CCOC(=O)c1sc2nc(C)nc(SC(C)C(N)=O)c2c1C (stereo not given) | i
CCOC(=O)N1C/C(=C/c2ccsc2)C(=O)/C(=C/c2ccsc2)C1 | i
Cn1cnnc1SCC(=O)Nc1sc2c(c1C(N)=O)CCC2 | i
